# RORg inh = blocks mouse ROR gamma transcriptional activity; Drosophila S2 Gal4-RORgamma UAS-luciferase reporter, 20 h; Potency, µM (titrated, usually from 53.6 µM), for inactives: top-dose activity change, negative = inhibition, usual class: inhibitors; actives 5.4% (n = 310,000); AID 2551; further: on the % scale 0 is the no-effect control and ±100 the full control effect; nearly all actives have a fitted effect of over 60% in size
# Target sequence (P51450 whole entry, looked up, the tested form may be a part): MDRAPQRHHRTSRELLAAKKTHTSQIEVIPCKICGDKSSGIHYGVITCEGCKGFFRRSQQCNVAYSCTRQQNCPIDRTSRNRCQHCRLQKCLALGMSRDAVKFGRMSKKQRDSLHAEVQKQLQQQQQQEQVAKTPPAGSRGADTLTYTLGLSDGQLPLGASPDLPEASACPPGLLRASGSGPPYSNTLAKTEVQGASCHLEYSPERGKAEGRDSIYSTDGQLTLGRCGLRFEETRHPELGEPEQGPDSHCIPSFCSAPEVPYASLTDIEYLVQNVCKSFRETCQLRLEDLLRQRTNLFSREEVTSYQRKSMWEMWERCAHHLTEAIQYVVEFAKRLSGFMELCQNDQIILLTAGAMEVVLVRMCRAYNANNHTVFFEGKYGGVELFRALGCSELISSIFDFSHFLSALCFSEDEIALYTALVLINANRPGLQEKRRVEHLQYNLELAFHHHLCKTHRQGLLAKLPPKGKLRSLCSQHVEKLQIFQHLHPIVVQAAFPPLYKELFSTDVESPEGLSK
#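 In this cell-based reporter format, copper sulfate (700 uM final) drives Gal4–ROR gamma fusion expression from a metallothionein promoter in Drosophila Schneider cells; compounds preincubated 1 hr, reporter read after 20 hr at ambient temperature.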
# NPC1 prom act = activators of NPC1 promoter | Huh7 NPC1 promoter luciferase reporter, 24 h | Potency, µM (top dose mostly 9.22 µM), inactives show at the top dose activation, usual class: activators | actives 2.4% (n = 320,000);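 further: % of control where 0% means no effect; nearly all actives have a fitted effect of over 60% in size; reporter is driven by a mutant NPC1 promoter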
#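 Quantitative HTS used a cell-based reporter: Huh7 cells stably bearing the NPC1 promoter upstream of luciferase were treated with compounds for 24 h, and promoter activation was read as luminescence.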
# uPA generation = blocks generation of uPA at the cell surface | Potency, µM (series often up to 38.3 µM), for inactives: top-dose activity change, negative = inhibition, most hits filed as inhibitors | cell surface uPA generation assay, qHTS | actives 0.31% (n = 330,000); active means well fitted inhibition curve with a large enough effect; inconclusive means small, poorly fitted or top-dose-only effect; inactive means no such curve, though single readings can be large or run the other way; tested in mouse RAW 264.7 cells; further: on the % scale 0 is the no-effect control and ±100 the full control effect; nearly all actives have a fitted effect of over 55% in size
# BRCA1 expr act = increases BRCA1 expression. MCF7-BRCA1-FFLuc reporter, luminescence, 48 h; response scale: scaled: vehicle 0%, 10 µM genistein 100%. Potency, µM (titrated, usually from 46.1 µM), without a hit: at the top dose activation, most hits filed as activators. actives 1.1% (n = 380,000). AID 624202; further: nearly all actives have a fitted effect of over 80% in size; some results filed as inactive show a strong effect at the top dose
#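 Luminescence from a BRCA1-driven firefly luciferase in MCF7 cells was the read-out, taken 15 min after substrate addition following 48 h compound exposure at 37 °C. Data were normalized to a 10 microM genistein control and DMSO vehicle.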
# Rab9 prom act = activators of Rab9 promoter; Huh7 Rab9 promoter-luciferase reporter, luminescence, 24 h; Potency, µM (titrated, usually from 9.22 µM), inactives show at the highest dose activation, negative = inhibition, usual class: activators; actives 2.8% (n = 320,000); further: % of control where 0% means no effect; nearly all actives have a fitted effect of over 60% in size
#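 Huh7 cells stably carrying a Rab9 promoter-luciferase reporter, 1500 cells per well in OP-MEM I with 10% FBS, treated with compound 24 hours at 37C. Luciferase activity read by luminescence after 10 minutes with Amplite reagent.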
# FLuc modulator = counter-screen for miR-21 project: firefly luciferase inhibitors or activators | P08659 | purified FLuc, Km substrates, luminescence inhibition | Potency, µM (titrated, usually from 57.5 µM), inactives show at the highest dose activity change, negative = inhibition, usual class: inhibitors | actives 6.9% (n = 360,000) | AID 588342;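 further: plate controls were vehicle for no effect and reference inhibitor for full effect; nearly all actives have a fitted effect of over 55% in size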
#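 Purified P. pyralis luciferase, 10 nM final, with Km-level 10 uM D-luciferin and 10 uM ATP in 50 mM Tris acetate pH 7.5, 10 mM Mg acetate, 0.01% Tween-20, 0.05% BSA; 6-point qHTS titration about 60 µM downward; luminescence read.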
# ELG1 genotoxic = inducers of genotoxicity in HEK293T ELG1-luciferase cells; HEK293T ELG1-luciferase reporter, luminescence, 16 h; Potency, µM (top dose mostly 46 µM), without a hit: at the highest dose activity change, positive = activation, usual class: activators; actives 1.3% (n = 330,000); AID 504466; further: % of control where 0% means no effect; nearly all actives have a fitted effect of over 60% in size
#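 Screening used a luciferase reporter fused to human ELG1 in HEK293T cells. Luminescence was read on a CCD plate imager after 16 hr exposure and 30 min ONE-Glo incubation.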
# MBNL1-CUG inh = MBNL1-poly(CUG) RNA binding inhibition; TR-FRET MBNL1-His/biotin-(CUG)12 binding, 665/545 ratio; actives 0.036% (n = 280,000); Potency, µM (series often up to 57.5 µM), for the others: at the top dose activity change, negative = inhibition, actives largely listed as inhibitors; Q9NR56; active means well fitted inhibition curve with a large enough effect in the signal ratio, with a control signal flat, not every such curve was filed as active; inconclusive means small, poorly fitted or top-dose-only effect, or effect the other way, or a change in a side signal; inactive means no such curve, though single readings can be large or run the other way; the % refers to the signal ratio; further: on the % scale 0 is the no-effect control and ±100 the full control effect
# Target sequence (Q9NR56 whole entry, looked up): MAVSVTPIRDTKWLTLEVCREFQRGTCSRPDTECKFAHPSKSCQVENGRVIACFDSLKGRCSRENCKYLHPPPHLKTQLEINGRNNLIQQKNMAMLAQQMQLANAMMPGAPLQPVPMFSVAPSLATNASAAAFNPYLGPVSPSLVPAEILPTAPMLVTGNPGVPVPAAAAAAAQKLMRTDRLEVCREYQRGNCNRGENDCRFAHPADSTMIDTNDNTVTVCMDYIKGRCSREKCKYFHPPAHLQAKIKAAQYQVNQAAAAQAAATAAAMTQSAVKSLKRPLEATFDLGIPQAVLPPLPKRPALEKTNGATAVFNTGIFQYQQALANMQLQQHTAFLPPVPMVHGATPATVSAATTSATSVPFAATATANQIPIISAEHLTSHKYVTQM
#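 Compound titration spanned 92 nM–58 uM against the MBNL1-His/biotin-(CUG)12 complex. After 60 min at room temperature with 5 nM streptavidin-XL665 and 0.055 ng/ul terbium anti-His, ratiometric 665/545 nm emission (Ex 340 nm) normalized to controls.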
# VP16 counter = inhibits Gal4-VP16 luciferase reporter, ROR gamma counter-screen; Drosophila S2 Gal4-VP16 UAS-luciferase, luminescence, 20 h; Potency, µM (highest dose often 53.6 µM), for the others: top-dose activity, negative = inhibition, actives largely listed as inhibitors; actives 3.5% (n = 310,000);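 further: Gal4-VP16 expression switched on by copper sulfate through the metallothionein promoter; on the % scale 0 is the no-effect control and ±100 the full control effect; nearly all actives have a fitted effect of over 50% in size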
# p53 reactivation = re-activators of mutant p53; H1299 p53-A138V BP100-luciferase reporter, luminescence, 24 h; Potency, µM (titrated, usually from 92.2 µM), for inactives: at the highest dose activity change, positive = activation, usual class: activators; actives 0.063% (n = 320,000); further: % of control where 0% means no effect; nearly all actives have a fitted effect of over 45% in size
#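 H1299 (p53-null), stable ts p53-A138V + BP100-Luc; 1000 cells/well, Opti-MEM/10% FBS; cpd 4 pt, 1:5; 24 h, 37 deg C, 5% CO2; detection reagent 10 min RT; luminescence.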
# Active calls of the source: *; ? = inconclusive; . = not tested or not shown; [ ] = dose if it differs, or a comment. Unless noted, the call rests on the fitted dose curve; in most records, active means well fitted curve in the direction sought with a large enough effect; inconclusive means small, poorly fitted or top-dose-only effect, or another doubt; inactive means no such curve, though single readings can be large; an effect the other way counts as inactive or inconclusive. Potency means the concentration at half of the fitted maximal effect. Compounds as they come; about 13% have a hit in one of these screens.
canonical_smiles	RORg inh	NPC1 prom act	uPA generation	BRCA1 expr act	Rab9 prom act	FLuc modulator	ELG1 genotoxic	MBNL1-CUG inh	VP16 counter	p53 reactivation
O=C1NC(c2ccccc2)=N/C1=C/c1ccco1	-22.8%	3.55µM*	-4.7%	17.4%	3.16µM*	2.13µM*	?	10.5%	1.6%	?
CC1CCN(C(=O)c2nc[nH]c2C(=O)O[C@H](C)c2ccccc2)CC1	.	-2.7%	-1.3%	0.0%	-2.5%	-1.7%	0.0%	.	.	-3.1%
Cc1cnc(C(=O)Nc2ccccc2-c2nnn(CC(=O)NC3CCCC3)n2)cn1	5.3%	3.4%	-6.7%	10.7%	-0.6%	0.1%	2.4%	-0.7%	-9.5%	0.6%
CN(CC(=O)Nc1cccc(F)c1)C(=O)Cn1c(=O)oc2ccccc21	.	-3.9%	-5.0%	-8.0%	-4.8%	2.8%	1.1%	.	.	-3.3%
Cc1cc(-n2c(C)cc(C(=O)CN3C(=O)NC4(CCCC4)C3=O)c2C)no1	21.3%	7.4%	15.3%	76.2%	21.7%	-3.3%	3.2%	?	21.4%	6.1%
COc1ccc(CN2CCC(CO)(Cc3cccc(C(F)(F)F)c3)CC2)cc1Cn1cccn1	-23.8%	-2.2%	-22.8%	-41.3%	-12.2%	2.0%	-8.0%	-4.4%	-2.3%	-2.9%
CCOC(=O)CSc1nc2sc(C)c(C)c2c(=O)n1N	10.8%	-2.9%	-1.2%	-11.5%	-5.2%	-2.1%	6.2%	.	-0.9%	-1.6%
Cc1nn(C)c(Cl)c1/C=N/OC(=O)c1ccccc1	25.2%	-2.8%	1.5%	5.6%	-2.3%	12µM*	1.5%	-5.0%	-10.0%	3.9%
Cc1c(C(=O)Nc2ccccc2F)sc2ncn(CC(=O)N3CCCCC3)c(=O)c12	28.1%	-2.4%	-0.3%	-0.2%	0.5%	-2.5%	0.1%	10.4%	4.7%	0.0%
Cc1ccccc1NC(=O)NCCc1ccc(Cl)cc1	-17.8%	-3.5%	?	41.6%	14.3%	0.5%	1.1%	-5.4%	4.1%	-4.0%
COc1cc(Cl)c(S(=O)(=O)N2CCN(Cc3ccc4c(c3)OCO4)CC2)cc1Cl	24.6%	5.4%	9.8%	-13.7%	-0.7%	-1.4%	-12.1%	-5.7%	-0.6%	1.8%
CCOC(=O)C1=C(C)OC(N)=C(C#N)C1c1ccccc1 (stereo not drawn)	-3.3%	2.8%	-12.2%	35.3%	-2.6%	2.5%	2.2%	?	-11.5%	-1.0%
FC(F)(F)Oc1ccc(Nc2nc3ccccc3o2)cc1	-35.7%	2.51µM*	0.2%	82.4%	?	8.49µM*	?	-3.2%	-0.7%	24.6%
O=C(NCc1ccccc1)N1CCN(c2ccccc2F)CC1	3.6%	1.7%	-7.3%	-22.4%	-1.1%	3.3%	1.1%	-8.3%	18.0%	0.1%
COC(=O)c1ccccc1NC(=O)CN(C)S(=O)(=O)c1cc(C)ccc1OC	-7.0%	-0.3%	3.5%	-13.1%	0.3%	-3.3%	-17.3%	3.5%	-3.1%	-19.9%
N#C/C(=C/c1cccc([N+](=O)[O-])c1)c1nnc2n1CCCCC2	?	-2.0%	-14.9%	-38.0%	-5.6%	2.6%	0.7%	10.6%	?	-17.2%
O=C(c1ccco1)N1CCN(Cc2cc(=O)c(OCc3c(F)cccc3Cl)co2)CC1	.	-2.0%	-4.5%	-13.3%	2.7%	-0.6%	-1.8%	.	.	-3.8%
CC1(C)CC(=O)C=C(Nc2ccc(Cl)cc2)C1	1.4%	1.5%	-11.2%	-23.0%	-1.2%	3.5%	-2.7%	-4.5%	5.8%	-0.8%
O=C(c1ccccc1)N(Cc1ccc2c(c1)OCO2)Cc1nc2ccccc2c(=O)[nH]1	-0.1%[10 µM]	-1.1%	7.1%	-5.8%	4.2%	1.1%	-6.1%	-3.7%	-14.0%	-2.3%
CC(=O)Nc1ccc2c(c1)nc(CCN1CCOCC1)n2C	2.2%	-3.6%	-0.5%	2.3%	-0.5%	0.9%	2.5%	0.8%	-3.3%	0.2%
COc1ccc(CCNC(=O)CCNS(=O)(=O)c2cccc3nsnc23)cc1OC	-0.8%	-0.7%	2.1%	25.7%	-0.5%	4.0%	-7.9%	?	-2.5%[0.365 µM]	-6.6%
O=C(COC(=O)c1cc(=O)[nH]c2ccccc12)Nc1nccs1	-9.8%	2.1%	-12.9%	0.2%	-2.8%	1.0%	0.2%	19.6%	-9.8%	-0.6%
O=C(CCc1nnc(-c2ccc3c(c2)OCO3)o1)N1CCC(c2ccc(F)cc2)C1 (stereo not drawn)	12.7%	13.9%	-0.8%	?	?	19µM*	?	-3.9%	-8.2%	7.9%
Cc1ccc(C(=O)Nc2sc(C)c(-c3ccccc3)c2C(N)=O)cc1[N+](=O)[O-]	-25.8%	16.9%	-1.4%	-1.2%	16.1%	3.38µM*	2.91µM*	-7.4%	-6.7%	?
COc1ccc(NC(=O)c2cncc(Br)c2)c(S(=O)(=O)N2CCOCC2)c1	0.2%	1.3%	9.3%	5.0%	0.2%	-0.7%	-15.8%	13.9%	-1.3%	-3.7%

# Next structures follow:
canonical_smiles	RORg inh	NPC1 prom act	uPA generation	BRCA1 expr act	Rab9 prom act	FLuc modulator	ELG1 genotoxic	MBNL1-CUG inh	VP16 counter	p53 reactivation
CCc1ccc(Nc2nc(C)cc(C)n2)cc1	9.6%	?	-3.6%	77.2%	5.01µM*	12µM*	?	6.6%	6.7%	21.4%
COc1ccc(Cl)cc1-c1nc(SCC(=O)NC(C)C(C)C)n[nH]1 (stereo not drawn)	6.9%	-5.3%	5.0%	-26.0%	4.0%	-1.4%	-5.4%	0.1%	2.2%	-4.5%
CCCOC(=O)Cc1c(O)c2ccccc2[nH]c1=O	-6.6%	-0.8%	-2.8%	-23.8%	-1.1%	3.7%	-0.4%	-2.6%	-7.6%	-0.7%
O=C(COc1ccc([N+](=O)[O-])cc1)N1CCN(c2nnc(-c3ccccc3)c3ccccc23)CC1	11.4%	-2.6%	1.4%	-7.9%	-7.4%	3.1%	-0.5%	-4.4%	-4.9%	2.7%
NC(=O)NC(=O)C[n+]1cccc(/C=N/O)c1	?	9.9%	0.5%	-6.2%	17.5%	-0.3%	-1.3%	.	-8.6%	-2.7%
CN(C/C=C/c1ccccc1[N+](=O)[O-])Cc1ccccc1	-4.3%	0.6%	-5.3%	-6.1%	-1.0%	-10.5%	-0.2%	?	-16.4%	6.1%
COc1cccc(NC(=O)CN(C)C(=O)C23CC4CC(CC(Cl)(C4)C2)C3)c1	.	3.3%	-8.7%	-26.1%	-0.2%	0.2%	2.2%	.	.	-8.2%
C=CCOC(=O)C1=C(C)Nc2[nH]c(=O)[nH]c(=O)c2C1c1ccccc1 (stereo not drawn)	-21.2%	-7.9%	-1.2%	11.5%	2.9%	-12.0%	2.3%	4.6%	4.6%	-1.3%
O=C(NCc1ccc(F)cc1)C(c1ccccc1)N(C(=O)c1csnn1)C1CCCC1 (stereo not drawn)	-7.1%	-7.9%	10.1%	-26.4%	-2.4%	2.2%	-11.1%	-4.8%	5.8%	-3.6%
CN1CCN(C(=S)NC(=O)c2ccccc2Cl)CC1	14.1µM*	2.8%	9.5%	3.0%	3.5%	-2.6%	-0.3%	-6.4%	17.8µM*	-2.9%
CCC(=O)c1ccc2ncccc2c1	10.9%	-3.0%	-3.4%	41.9%	1.8%	?	7.0%	17.3%	16.8%	8.4%
O=C(Cc1csc(-c2ccccc2)n1)NCc1ccc(F)cc1	?	-0.7%	5.3%	0.6%	0.3%	-19.4%	0.8%	32.7%[activator]	0.9%	-28.5%
O=C(CCN1CCCCC1)NNC(=O)C12CC3CC(CC(C3)C1)C2	-3.3%	-11.5%	-0.9%	-3.6%	0.1%	-3.1%	1.0%	-3.4%	5.3%	3.2%
COCCn1c(=O)c2c(nc3n2CCCN3CCc2ccccc2)n(C)c1=O	-20.8%	-3.6%	1.0%	-23.0%	-1.9%	2.6%	-3.8%	-2.1%	-7.3%	1.8%
Cn1c(=O)n(CC(=O)N2CCN(c3nnc(-c4ccccc4)c4ccccc34)CC2)c2ccccc21	35.8%	-2.9%	-15.4%	-28.9%	-23.1%	-17.6%	-28.4%	1.7%	-12.4%	-15.6%
COc1ccc(S(=O)(=O)NCc2ccco2)cc1C(=O)N1CCCCC1	15.5%	-3.7%	0.6%	-0.4%	0.3%	0.4%	2.3%	3.1%	-2.0%	0.8%
Cc1ccc(S(=O)(=O)CCC(=O)OCc2cc(=O)oc3cc(C)ccc23)cc1	.	.	-0.8%	-11.8%	.	.	1.7%	.	.	-0.7%
COc1ccc(NC(=O)C2CCN(S(=O)(=O)c3cccc4nonc34)CC2)c(OC)c1	-0.5%	2.0%	3.8%	-27.5%	-2.3%	-0.1%	-4.1%	?	-3.5%	-3.5%

# Assay outcomes from PubChem.
